Screening results as filed in PubChem.
Pol iota inh – DNA polymerase iota (human) inhibition; Q9UNA4; Pol iota fluorescent replication assay, 10 min; Potency, µM (top dose mostly 115 µM), without a hit: at the top dose activity, negative = inhibition, hits mostly inhibitors; 390,000 compounds, 1% hits; AID 588590; note: potency is the fitted concentration of half-maximal effect
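Fluorescent replication assay read twice, at 0 min and 10 min after adding 50 nM (final) substrate. Enzyme (10 nM) and compounds were first incubated 15 min at room temperature; enzyme-free buffer wells were negative controls.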
BLM helicase inh – blocks DNA unwinding by human BLM helicase | P54132 | recombinant BLM DNA unwinding, fluorescence dequenching | Potency, µM (titrated, usually from 56.1 µM), for the others: at the top dose activity change, negative = inhibition, usual class: inhibitors | 350,000 compounds, 0.2% hits | AID 2528;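 note: potency is the fitted concentration of half-maximal effect; plate controls were vehicle for no effect and no enzyme for full effect; nearly all actives have a fitted effect of over 35% in size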
Pol eta inh – inhibitors of human DNA polymerase eta | recombinant Pol eta, fluorescent DNA replication assay | Potency, µM (series often up to 114 µM), without a hit: at the top dose activity change, negative = inhibition, actives largely listed as inhibitors | 390,000 compounds, 1.2% hits | AID 588591; note: potency is the fitted concentration of half-maximal effect; % is set by controls: 0 for no effect and ±100 for the full control effect
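Pol eta at 10 nM preincubated with compounds 15 min at room temperature; reaction started with fluorescent substrate (50 nM final) and read kinetically at 0 and 10 min.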
APE1 inh – APE1 (human) endonuclease inhibition | Potency, µM (top dose mostly 65.8 µM), for inactives: at the top dose activity change, negative = inhibition, actives largely listed as inhibitors | P27695 | AID 2517 | recombinant APE1, TAMRA/BHQ-2 abasic DNA cleavage fluorescence | 350,000 compounds, 0.35% hits;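 note: potency is the fitted concentration of half-maximal effect; plate controls were vehicle for no effect and reference inhibitor for full effect; nearly all actives have a fitted effect of over 55% in size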
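Compound pre-exposure to 0.75 nM APE1, 15 min at ambient temperature. Reaction initiated with 50 nM TAMRA/BHQ-2 THF substrate, read immediately in kinetic mode, 525 nm excitation, 598 nm emission.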
Tb PGK inh – inhibitors of T. brucei phosphoglycerate kinase | P07378 | PGK/GAPDH coupled, Kinase-Glo luminescence, 60 min | Potency, µM (series often up to 57.5 µM), for the others: top-dose activity change, negative = inhibition, hits mostly inhibitors | 380,000 compounds, 0.043% hits; note: potency is the fitted concentration of half-maximal effect; % is set by controls: 0 for no effect and ±100 for the full control effect; nearly all actives have a fitted effect of over 60% in size
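Luminescent ATP detection (Kinase-Glo Plus) follows a 60-minute room-temperature incubation, with wells lacking PGK as controls. Buffer: 100 mM TEA (pH 7.6), 5 mM MgCl2, 0.01% Tween-20. Coupling enzyme GAPDH (100 nM final) supplies unstable 1,3-BPG in-well.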
POLB inh – blocks human DNA polymerase beta activity; Pol beta primer extension/strand displacement, fluorescence kinetic; Potency, µM (top dose mostly 114 µM), without a hit: at the highest dose activity change, negative = inhibition, actives largely listed as inhibitors; AID 485314; 340,000 compounds, 1.3% hits; P06746; note: potency is the fitted concentration of half-maximal effect; % is set by controls: 0 for no effect and ±100 for the full control effect
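Curves were derived by four-parameter Hill fits of normalized qHTS data. The kinetic fluorescent primer-extension read was taken at 0 and 10 min after 50 nM substrate, following a 15 min room-temperature preincubation of 10 nM enzyme with compounds.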
Anesthetic bind – binds horse apoferritin like a general anesthetic. apoferritin/1-aminoanthracene competitive binding, fluorescence. P02791. AID 485281. Potency, µM (titrated, usually from 77.5 µM), for the others: top-dose activity change, negative = displacement, most hits filed as inhibitors. 350,000 compounds, 0.074% hits; note: potency is the fitted concentration of half-maximal effect; % is set by controls: 0 for no effect and ±100 for the full control effect; nearly all actives have a fitted effect of over 20% in size
Target sequence (P02791 2-175 limits assumed): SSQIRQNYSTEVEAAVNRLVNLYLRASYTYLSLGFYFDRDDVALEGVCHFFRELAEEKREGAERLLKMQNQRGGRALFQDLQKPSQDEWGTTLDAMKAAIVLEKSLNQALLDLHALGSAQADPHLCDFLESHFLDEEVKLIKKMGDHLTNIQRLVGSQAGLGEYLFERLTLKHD
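Read-out: endpoint 1-AMA fluorescence, excitation 380 nm and emission 535 nm, after compounds sit 10 min at room temperature with 10 uM horse-spleen apoferritin in 50% saturated 1-AMA/PBS. Values come from four-parameter Hill fits.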
Pol kappa inh – inhibitors of human DNA polymerase kappa; purified Pol kappa, fluorescent DNA synthesis assay, 10 min; Potency, µM (titrated, usually from 107 µM), without a hit: at the highest dose activity, negative = inhibition, hits mostly inhibitors; 400,000 compounds, 0.53% hits; AID 588579; note: potency is the fitted concentration of half-maximal effect; % is set by controls: 0 for no effect and ±100 for the full control effect
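Pol kappa 10 nM + cpd, 15 min RT; start w/ substrate 50 nM final; fluorescence kinetic read, 0 and 10 min. Neg ctrl: buffer, no enzyme.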
RXFP1 antag – antagonists of human relaxin receptor RXFP1. 350,000 compounds, 0.59% hits. HEK293-RXFP1, relaxin-stimulated cAMP HTRF, 30 min; hits give low values. activity change, negative = inhibition, % at 57.5 µM. AID 1259400;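 active = activity change of -60% or lower, but not beyond a set lower limit; inconclusive = change between -60% and -40%, or beyond the set limit; inactive = change above -40%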; note: % is set by controls: 0 for no effect and ±100 for the full control effect
Target sequence (Q9HBX9 whole entry, looked up): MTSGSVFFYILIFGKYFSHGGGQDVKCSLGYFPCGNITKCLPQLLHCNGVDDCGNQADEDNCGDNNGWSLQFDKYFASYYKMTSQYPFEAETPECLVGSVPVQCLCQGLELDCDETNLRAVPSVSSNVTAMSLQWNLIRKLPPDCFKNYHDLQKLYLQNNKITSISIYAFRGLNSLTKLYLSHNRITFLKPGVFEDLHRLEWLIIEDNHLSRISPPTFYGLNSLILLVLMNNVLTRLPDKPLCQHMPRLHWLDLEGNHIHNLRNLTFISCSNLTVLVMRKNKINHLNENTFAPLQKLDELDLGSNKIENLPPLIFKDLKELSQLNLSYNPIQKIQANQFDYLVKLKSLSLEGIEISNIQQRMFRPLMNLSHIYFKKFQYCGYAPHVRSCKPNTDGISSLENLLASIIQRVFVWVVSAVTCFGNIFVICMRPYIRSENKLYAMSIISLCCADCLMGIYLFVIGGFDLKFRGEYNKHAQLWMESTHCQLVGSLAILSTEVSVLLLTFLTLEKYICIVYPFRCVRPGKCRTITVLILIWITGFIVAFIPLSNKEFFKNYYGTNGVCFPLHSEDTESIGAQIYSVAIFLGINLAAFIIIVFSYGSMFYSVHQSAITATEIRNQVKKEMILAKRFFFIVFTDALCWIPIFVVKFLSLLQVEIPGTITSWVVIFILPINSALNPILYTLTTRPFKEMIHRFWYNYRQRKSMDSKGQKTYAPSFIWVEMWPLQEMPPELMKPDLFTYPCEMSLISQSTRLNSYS
Numbers without * were called inactive; i = inactive; ? = inconclusive; . = no result given; & = joins results of further samples; [ ] = another dose, or the depositor's remark. Unless noted, calls come from the whole dose curve; as a rule, active = well fitted curve in the direction sought with a large enough effect; inconclusive = small, poorly fitted or top-dose-only effect, or another doubt; inactive = no such curve, though single readings can be large; an effect the other way counts as inactive or inconclusive. This is a subset (hit frequency here may not be typical).

SMILES	Pol iota inh	BLM helicase inh	Pol eta inh	APE1 inh	Tb PGK inh	POLB inh	Anesthetic bind	Pol kappa inh	RXFP1 antag
C#CCOC(=O)C(NC(=O)c1ccccc1)=C(C)C	27%	2%	-23%	8%	0%	1%	1%	-4%	.
COc1ccc(-n2sc3c(c2=S)-c2cc(OC)ccc2NC3(C)C)cc1	17%	-7%	-24%	-4%	-7%	?	-5%	-8%	-13
COCC(=O)N/N=C/c1c(C)[nH]n(-c2ccccc2)c1=O	?	-9%	-13%	14%	-6%	6%	0%	-5%	5
S=c1[nH]ccn1-c1c(Cl)cccc1Cl	48%[activator]	-2%	-23%	4%	-2%	10%	0%	3%	-17
Cc1c(C(=O)N2CCN(c3cccc(Cl)c3)CC2)cccc1[N+](=O)[O-]	12%	-4%	-10%	2%	0%	-20%	?	5%	-3
COc1ccc2cc(C(=O)N3CCCCCC3)sc(=O)c2c1OC	12%	-1%	1%	-1%	i	5%	?	-1%	-1
Cc1ccc(S(=O)(=O)CCC(=O)Nc2ccccc2Br)cc1	1%	-5%	-1%	5%	0%	?	-2%	-12%	-7
Fc1cccc(/C=N/Nc2ncnc3nc[nH]c23)c1	-5%	-7%	-15%	4%	?	7%	-1%	12%	.
Cc1cc(C)n(-c2nc3ccccc3nc2N2CCN(C(=O)c3ccc(Cl)cc3)CC2)n1	7%	-2%	-6%	-2%	-7%[11.5 µM]	10%	-13%	-8%	-15
Cc1cc(Cl)ccc1NC(=O)CCC(=O)N/N=C/c1cccnc1	12%	0%	-11%	25%	-3%	35%	?	-3%	2
Cc1ccc(S(=O)(=O)Nc2ccc3c(c2)CCC3)cc1	7%	-17%	-17%	9%	-7%	-5%	?	-15%	.
Cc1cccc(C)c1NC(=O)COC(=O)CCc1ccc(S(=O)(=O)N2CCCCC2)cc1	-18%	3%	-21%	?	-10%	10%	-11%	-13%	1
COc1cccc(-n2nc3c(-n4ncc(C#N)c4N)nnc(C)c3c2C)c1	23%	6%	-11%	-4%	i	13%	1%	4%	-2
CCOc1ccc(CCNc2ncnc3onc(-c4ccc(Cl)cc4)c23)cc1OCC	50%[activator]	-5%	?	.	-10%	-5%	3%	0%	.
COC(=O)COc1ccc(S(=O)(=O)NCc2cccnc2)cc1C	27%	1%	-15%	2%	-9%	-6%	2%	-3%	-2

Sorted by the number under Pol eta inh (falling): three of the compounds above.
compound	Pol eta inh
Cc1ccc(S(=O)(=O)CCC(=O)Nc2ccccc2Br)cc1	-1%
COC(=O)COc1ccc(S(=O)(=O)NCc2cccnc2)cc1C	-15%
Cc1ccc(S(=O)(=O)Nc2ccc3c(c2)CCC3)cc1	-17%

More entries
SMILES	Pol iota inh	BLM helicase inh	Pol eta inh	APE1 inh	Tb PGK inh	POLB inh	Anesthetic bind	Pol kappa inh	RXFP1 antag
S=c1[nH]ncn1NCc1ccc(Cl)cc1Cl	10%	-3%	-12%	2%	-8%	15%	-16%	5%	-11
COC(=O)c1cc([N+](=O)[O-])c(-n2cncn2)c([N+](=O)[O-])c1	-16%	-2%	-10%	2%	-2%	-15%	-2%	-13%	3
O=C(Nc1ccc(Br)cn1)c1ccc([N+](=O)[O-])cc1Cl	0%	-6%	-19%	-3%	-3%	16%	-14%	-10%	5
O=C(CNc1cccc2ccccc12)N/N=C/C=C/c1ccco1	56%[activator]	-11%	-19%	-5%	5%	8%	?	-7%	-2
CCNS(=O)(=O)c1ccc(CCC(=O)N2CCN(c3ccccc3F)CC2)cc1	102%[activator]	-1%	-16%	7%	-1%	25%	-4%	-1%	-7
COc1ccccc1CNC(=O)CCCN1C(=O)NC2(CCCC2)C1=O	6%	.	-4%	13%	0%	.	.	-3%	5
O=C(NC1(C(F)(F)F)C(=O)Nc2c1c(=O)[nH]c(=O)n2Cc1ccco1)C1CC1 (stereo not drawn)	?	6%	-11%	15%	i	15%	6%	5%	0
Cn1cnc2c(NC3CCCC3)ncnc21	?	.	-6%[57.1 µM]	5%&3%	.	-10%[57.1 µM]	.	9%[19.4 µM]	.
COc1ccc(C2C(C(=O)N3CCOCC3)c3ccccc3C(=O)N2c2ccc(OC)cc2)cc1 (stereo not drawn)	8%	1%	6%	16%	-3%	20%	-10%	-3%	1
Cc1ccc(NC(=O)NNC(=O)c2ccc3c(c2)NC(=O)C(C)(C)O3)cc1	14%	-3%	-17%	15%	i	1%	-6%	-10%	11
Cc1csc(CNC(=O)C2CCC(=O)N(CCc3cccc(F)c3)C2)n1 (stereo not drawn)	100%[activator]	-7%	-23%	8%	4%	19%	-3%	-17%	-5
O=C(C1CCC1)N1CCc2cc(S(=O)(=O)NCCc3ccccc3)ccc21	-14%	-1%	-18%	.	4%	-23%	217%[activator]	-15%	.
Cc1ccc2occ(CC(=O)N(Cc3ccc(Cl)cc3)Cc3ccco3)c2c1	-13%	-3%	-22%	.	i	19%	158%[activator]	-20%	-39
CC1Cc2cc(S(=O)(=O)NCCC(=O)N(C)Cc3ccccc3)ccc2N1C(=O)C1CC1 (stereo not drawn)	21%	-4%	-9%	35%	-9%	3%	-9%	8%	1
COC(=O)/C(=N\OCc1ccc(C#N)cc1)c1c(C)nn(C)c1C	54%[activator]	-3%	-15%	7%	-1%	2%	-4%	6%	2
C[C@@H]1CN(S(=O)(=O)c2ccc3c(c2)OCCO3)CCN1S(=O)(=O)c1c(F)cccc1F	-1%	.	-12%	30%	-9%	.	.	18%	.
CS(=O)(=O)Nc1ccc(C(=O)CC(=O)Nc2ccc([N+](=O)[O-])cc2)cc1	-15%	-11%	-7%	10%	8%	1%	?	-19%	-4
Cc1ccc(C(=O)O)cc1NS(=O)(=O)c1ccc2ccccc2c1	-6%	4%	-18%	-11%	-2%	0%	4%	0%	-2
Cc1cc(NC(=O)CCS(=O)(=O)c2nc(-c3ccccc3)cc(C(F)(F)F)n2)no1	?	2%	-22%	-6%	-3%	-17%	-18%	-5%	-25
Cc1ccsc1C(=O)NNC(=O)c1csc(N2CCOCC2)n1	22%	.	-3%	7%	0%	.	.	-7%	-8
CCSc1nc(N2CCOCC2)c2ccccc2n1	35%[activator]	-2%	-10%	-4%	5%	-13%	-23%	-1%	-5
O=C(Nc1ccc(N2CCOCC2)cc1)c1ccc2nc(-c3ccco3)c(-c3ccco3)nc2c1	-5%	-10%	-14%	-6%	0%	0%	-4%	-25%	2
CCN(CC(=O)NCC(=O)Nc1ccc(Br)cc1C)Cc1ccccc1	20%	.	-20%	10%	-3%	.	.	-11%	-15
COC(=O)c1ccc(NC(=O)CN(C)Cc2cccc(F)c2)cc1	8%	-7%	1%	16%	2%	20%	-3%	-2%	-6
CCc1cccc(OCCn2ccnc2)c1	298%[activator]	-2%	-3%	?	i	9%	-3%	-16%	4
Cc1ccc(Nc2ccc(C(N)=O)cc2[N+](=O)[O-])cc1	0%	-6%	-18%	3%	-4%	10%	-14%	-7%	-6
Cc1ccc(Cl)cc1-n1c(=O)cc(N2CCN(c3ccc(F)cc3)CC2)[nH]c1=O	20%	4%	-13%	.	-4%	7%	-12%	-5%[60.1 µM]	-23
CCOc1ccccc1N1CCN(CC(=O)Nc2ncc(C)s2)CC1	6%	-2%	-1%	5%	i	1%	-5%	-6%	-6
O=C(CN1C(=O)c2ccccc2S1(=O)=O)NC1CCCCCC1	-3%	-5%	-13%	2%	-2%	17%	-7%	0%	.
Nc1nc(SCC(=O)NCc2ccc(F)cc2)[nH]c(=O)c1NC(=O)c1ccc(Cl)cc1	-2%	-3%	-16%	-4%	-4%	24%	-9%	-4%	8
O=C(c1ccccc1)N1CCC(=O)N(C(CO)Cc2ccccc2)CC1 (stereo not drawn)	-29%	.	-14%	.	-1%	.	.	-17%	.
Cc1ccc(CN2CCc3nc(N4CCN(c5ccccc5F)CC4)ncc3C2)cc1C	2%	1%	-10%	.	i	3%	28%	5%[60.1 µM]	-13
CC(=O)NC(CC(=O)NCC(=O)Nc1ccc(F)c(F)c1)c1ccccc1 (stereo not drawn)	11%	0%	-12%	51%[activator]	-15%	-22%	5%	2%	-2
Cc1cccc(-c2nc3c4ccccc4n(CC(=O)Nc4cc(F)ccc4F)c(=O)n3n2)c1	11%	2%	-6%	.	i	3%	5%	2%[60.1 µM]	-5
c1ccc(Nc2cccc(Nc3ccccc3)c2)cc1	28%	-15%	-21%	-2%	9%	23%	?	-22%	-17
Cc1ccc(NC(=O)CCn2c(=O)c3cccn3c3ccccc32)cc1C	6%&27%	-3%&-10%	-16%&-17%	33%	-2%&15%	-9%&16%	-5%&1%	9%&-10%	-6&-22
COC(=O)c1sc(-c2ccccc2)cc1NC(C)=O	143%[activator]	-3%	-5%	-7%	6%	-29%	-23%	-12%	9
CSc1nsc(SCC(=O)NCc2ccccc2)n1	131%[activator]	-2%	-2%	19%	-3%	7%	-14%	-16%	-9
Cc1c(OC(C)C(=O)NCc2cccnc2)ccc2c3c(c(=O)oc12)CCCC3 (stereo not drawn)	0%	4%	-3%	39%[activator]	-2%	12%	-17%	3%	4
CCOc1ccc(OC(=O)c2cccnc2)cc1	16%	0%	-16%	-2%	-6%	1%	-12%	-2%	-3
O=C(Cn1c(=O)oc2cccnc21)Nc1ccc(C(F)(F)F)cc1	2%	0%	-1%	-5%	-4%	1%	-7%	-20%	-19
CCOC(=O)C1CCCN(Cc2nc(N)nc(Nc3ccc(C)cc3)n2)C1 (stereo not drawn)	3%	-1%	-15%	-4%	i	0%	2%	-4%	-4
CCc1ccc(C2C3=C(CCCC3=O)OC3=C2C(=O)CCC3)cc1	-21%	0%	-4%	1%	-2%	-1%	-1%	-5%	-1
COc1ccc2c(c1)c1nnc(SCC(=O)N3C(C)CCCC3C)nc1n2C (stereo not drawn)	2%	2%	-2%	-6%	3%	7%	-22%	-11%	-13
